# ARFGAP1 inhibitor: inhibitors of rat ARFGAP1 GAP activity, primary screen, biochemical, fluorescence polarization, GDP tracer. ADP-ribosylation factor GTPase-activating protein 1 (Rattus norvegicus), Q62848. Arfgap1-stimulated ARF1 GTP hydrolysis, GDP FP detection. inhibition, % at 16.5 µM. 360,000 compounds, 0.26% hits. AID 651572, 2012;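 active = inhibition above a per-plate limit, mean inhibition of low control wells plus 3 SD, cut at about 25% in these data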;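 also: 0% = DMSO wells with enzyme and 100% = wells lacking Arfgap1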
# Target sequence (Q62848 1-136 limits assumed): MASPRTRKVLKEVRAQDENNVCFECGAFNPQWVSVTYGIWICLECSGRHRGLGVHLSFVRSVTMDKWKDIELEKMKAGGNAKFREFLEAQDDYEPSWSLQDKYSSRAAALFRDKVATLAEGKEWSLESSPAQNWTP
#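 Repeats: one replicate per compound; assay system: rat Arfgap1 catalytic domain, aa 1-136; times: enzyme reaction 120 min at 25 °C after 20 min preincubation; detection: FP of antibody-bound GDP Alexa 633 tracer, ex 620/em 688 nm; benchmarks: high control wells lacking Arfgap1, low control full reaction with DMSO; reagent: human ARF1(Δ1-17)-GTP substrate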
# sPLA2-III inh: human group III sPLA2 inhibitors, primary screen, biochemical, QFRET, BODIPY PC-A2 liposome substrate; Group 3 secretory phospholipase A2 (Homo sapiens), Q9NZ20; QFRET BODIPY PC-A2 liposome hydrolysis, fluorescence; inhibition, % at 12.2 µM; 370,000 compounds, 0.56% hits; AID 743126, 2013;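 active = inhibition above mean plus 3 SD of compounds lying within the high and low control bounds, cut at about 19% in these data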;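 also: 0% = median of test compound wells and 100% = no enzyme DMSO wells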
# ASAP1 inh: inhibitors of human ASAP1 ArfGAP activity, primary screen, biochemical, fluorescence polarization | ASAP1-stimulated ARF1 GTP hydrolysis, GDP FP detection | inhibition, % at 16.5 µM | Arf-GAP with SH3 domain, ANK repeat and PH domain-containing protein 1 (Homo sapiens), … | 360,000 compounds, 0.19% hits; in the data active = inhibition above about 25%;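 also: 0% = vehicle with enzyme and substrate and 100% = no enzyme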
# Target sequence (Q9ULH1 325-724 limits assumed): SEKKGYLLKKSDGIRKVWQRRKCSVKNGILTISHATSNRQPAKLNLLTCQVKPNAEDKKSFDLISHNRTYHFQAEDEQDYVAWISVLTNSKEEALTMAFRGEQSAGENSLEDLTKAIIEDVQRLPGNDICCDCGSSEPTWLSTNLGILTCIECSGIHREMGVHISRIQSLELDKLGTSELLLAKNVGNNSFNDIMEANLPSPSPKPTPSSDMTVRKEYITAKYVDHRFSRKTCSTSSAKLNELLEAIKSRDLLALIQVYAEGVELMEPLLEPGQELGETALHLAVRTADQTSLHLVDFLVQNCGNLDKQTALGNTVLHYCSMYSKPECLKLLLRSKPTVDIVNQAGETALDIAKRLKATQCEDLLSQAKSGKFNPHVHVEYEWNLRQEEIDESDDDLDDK
# Tn6 DDE FP: inhibitors of Tn6 peptide binding to fibrin DD(E), primary screen, biochemical, fluorescence polarization, human fibrin, Tn6 probe | Fibrin DD(E) TRITC-Tn6 fluorescence polarization displacement | inhibition, % at 8.3 µM | 370,000 compounds, 0.21% hits;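 active = inhibition above a per-campaign cutoff: mean of compounds within control limits plus 3 SD, cut at about 15% in these data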;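 also: 0% = median of all compound wells on the plate and 100% = blocking peptide control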
# Target sequence (P02675 whole entry, looked up): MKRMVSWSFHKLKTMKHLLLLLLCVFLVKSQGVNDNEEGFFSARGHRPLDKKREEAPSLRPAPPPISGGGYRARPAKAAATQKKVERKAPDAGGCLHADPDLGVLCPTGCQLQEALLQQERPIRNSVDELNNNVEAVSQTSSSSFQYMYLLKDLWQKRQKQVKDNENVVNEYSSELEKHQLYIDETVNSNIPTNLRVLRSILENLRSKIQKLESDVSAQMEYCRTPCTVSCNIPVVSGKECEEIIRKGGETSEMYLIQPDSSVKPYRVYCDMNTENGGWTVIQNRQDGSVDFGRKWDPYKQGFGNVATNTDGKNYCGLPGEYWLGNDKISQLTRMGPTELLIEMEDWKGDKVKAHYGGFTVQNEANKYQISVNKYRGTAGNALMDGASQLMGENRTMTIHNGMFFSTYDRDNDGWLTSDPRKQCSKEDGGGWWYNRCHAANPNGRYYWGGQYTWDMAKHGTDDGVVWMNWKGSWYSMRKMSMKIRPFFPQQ
# rCAG RNA binder: binders of r(CAG) RNA repeats, primary screen, biochemical, fluorescence. r(CAG) RNA repeat, TO-PRO-1 dye displacement fluorescence. inhibition, % at 3 µM. 370,000 compounds, 1.3% hits. AID 651821, 2012;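 active = inhibition above the plate cutoff, the mean of all test compounds on that plate plus 3 SD, cut at about 35% in these data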;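 also: 0% = DMSO alone and 100% = 100 µM mitoxantrone as full dye displacement; higher means more dye released from RNA so lower well fluorescence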
# proKLK7 act: proKLK7 zymogen activators, primary screen, biochemical, fluorescence intensity; activation, % at 7 µM; Kallikrein-7 (Homo sapiens), P49862; 370,000 compounds, 0.9% hits; purified proKLK7, EDANS-DABCYL substrate fluorescence; 100% is mature enzyme control, 0% vehicle;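 active = activation above the mean of all tested compounds plus 3 SD, computed per campaign excluding outliers beyond control limits, cut at about 13% in these data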
# GAA850 FXN act: FXN promoter activators, primary screen, cell-based, luciferase luminescence, HEK293 lucGAA850 | HEK293 lucGAA850 FXN promoter luciferase reporter, 24 h; percent of 10 µM SAHA response | AID 540364, 2011 | activation, % at 6 µM | 360,000 compounds, 0.56% hits;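 active = activation above the average of all compounds screened plus 3 SD, cutoff fixed separately per campaign, cut at about 7.5% in these data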;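 also: 0% = DMSO wells and 100% = 10 µM SAHA wells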
# GC-B act: human GC-B receptor activators, primary screen, HEK293 GC-B cells, cGMP TR-FRET, EC30 CNP | 0% at EC30 CNP, 100% saturating CNP | Atrial natriuretic peptide receptor 2 (Homo sapiens), P20594 | 370,000 compounds, 0.11% hits | activation, % at 10 µM;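 active = activation at 10 µM reaching about 35% in either raw or pattern-adjusted values, limit read from the data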
# ADAM10 inh: human ADAM10 inhibitors, primary screen, biochemical, QFRET, HTS; Disintegrin and metalloproteinase domain-containing protein 10 (Homo sapiens), O14672; recombinant ADAM10, EDANS/DABCYL FRET peptide cleavage, 3 h; inhibition, % at 7 µM; 370,000 compounds, 0.62% hits; AID 720582, 2013;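 active = inhibition above a per-campaign cutoff equal to the mean of compounds falling between control-based bounds plus 3 SD, cut at about 20% in these data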;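 also: 0% = DMSO wells while the 100% control is not disclosed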
# NPR1 activator: GC-A stimulated cGMP production enhancers – HEK293 GC-A cells, cGMP TR-FRET, EC30 ANP, primary screen; activation, % at 10 µM; 370,000 compounds, 0.14% hits; 0% at EC30 ANP, 100% saturating ANP; AID 1671463, 2021; in the data active = activation above about 40%
# An asterisk follows results filed as active; i = inactive; nt = not tested or not shown. Not a hit list. Share with any hit: about 4.5%.
SMILES,ARFGAP1 inhibitor,sPLA2-III inh,ASAP1 inh,Tn6 DDE FP,rCAG RNA binder,proKLK7 act,GAA850 FXN act,GC-B act,ADAM10 inh,NPR1 activator
Cc1nn2c(-c3ccc(Cl)cc3)nnc2s1,2.2,0.6,3.3,-2.6,-0.7,0.2,-0.2,-3.8,4.6,-5.1
O=C(Nc1ccc(S(=O)(=O)Nc2ncccn2)cc1)c1ccccc1Cl,8.6,1.9,9.3,-5.9,2.4,0.1,1.2,-2.5,5.2,-0.4
COc1ccccc1Oc1coc2cc(OC(=O)N3CCOCC3)ccc2c1=O,-9.4,3.4,-4.3,0.6,-1.3,1.4,0.3,7.2,-2.0,5.3
Cc1ccccc1OCC(=O)OCC(=O)N1CCCc2ccccc21,-1.0,-4.7,-1.5,-3.9,-7.7,0.0,-2.8,-2.3,-13.5,2.3
OC(CNC1CCCC1)COCCOc1ccc(Br)cc1 (stereo not given),-0.5,4.0,-4.9,2.2,1.2,0.6,1.8,-8.3,1.6,-5.0
CCOC(=O)c1c(C)[nH]c(C)c1C(=O)COC(=O)/C=C/c1cccc(Cl)c1,13.5,-17.6,14.9,2.3,-1.2,0.8,-6.8,-1.6,0.3,-10.3
COc1ccc(OC)c(Nc2cc(C)nc3nc(C)nn23)c1,3.6,3.0,-11.4,-0.8,1.9,-0.5,-3.2,3.3,0.4,2.4
COc1ccc2[nH]cc(C(=O)CN3CCN(C(=O)c4ccco4)CC3)c2c1,-8.7,-3.0,1.7,2.7,2.5,0.1,2.2,-0.3,8.8,-0.8
COCCN(C(=O)CCSc1ccc(F)cc1)c1c(N)n(Cc2ccccc2)c(=O)[nH]c1=O,-8.6,-2.8,-9.1,-2.5,6.6,0.8,0.0,1.5,2.0,-3.1
COc1ccc(NC(=O)c2[nH]c(C)c(C(C)=O)c2C)cc1Cl,1.2,-7.5,1.8,-1.8,3.4,-0.2,0.6,-9.3,3.0,-2.6
COc1cccc(C2=NO[C@@H]3C(=O)N(c4ccc5c(c4)OCCO5)C(=O)[C@H]23)c1OC,-8.7,-6.9,-5.5,-2.9,4.8,0.8,-9.6,1.4,-1.9,2.0
COc1ccc(NC(=S)N2CCc3ccccc32)cc1OC,-3.5,1.2,-2.9,5.8,2.8,0.3,1.6,-0.3,-9.5,1.3
CC(C)(C)Sc1nc(O)cc(=O)[nH]1,-0.8,-0.5,-6.9,2.9,2.7,0.0,-0.9,-3.1,-0.6,1.8
Clc1ccc(-c2cnc3cccnn23)cc1,-8.6,-1.1,-8.6,-2.3,2.4,32.1*,9.0*,-2.2,i,-3.0
CC(C)c1cc(Cn2c3ccccc3c(=O)n2C(C)Cn2cc(C3CC3)nn2)on1 (stereo not given),4.7,8.8,4.7,14.6,3.8,0.6,nt,-16.3,-229.9,-21.6
CC(=O)N1C[C@H]2CON(C)[C@H]2C[C@H]1c1cccc(-c2ccccc2C)c1,2.4,12.0,5.5,1.2,2.8,-0.3,-0.2,3.2,-5.4,0.1
CCOc1ccc(S(=O)(=O)N2CCC(C(=O)NCc3ccncc3)CC2)cc1Cl,1.4,-1.9,-8.2,7.2,4.0,0.7,-0.1,1.3,3.6,-0.5
O=c1cc(CO)oc(CN2CCN(CCO)CC2)c1O,7.0,3.8,9.4,-0.2,2.4,-0.5,1.9,2.9,-10.6,-0.1
CCc1ccc(N/C(SCc2cccc(F)c2)=C(/C#N)C(=O)NCc2ccco2)cc1,10.5,-10.6,0.9,3.7,5.5,-1.7,3.2,-6.0,0.5,4.2
O=C(N/N=C/c1ccncc1)c1cccc([N+](=O)[O-])c1,5.1,7.4,15.7,4.0,1.3,0.2,nt,3.9,7.9,0.7
Clc1cccc(OCc2nc(-c3ccncc3)n[nH]2)c1,9.9,-2.4,11.2,5.9,4.5,0.0,4.6,-2.7,-11.9,1.4
CC1CCC(NC(=O)c2ccc(N3CCCC3=O)cc2)CC1 (stereo not given),-7.8,8.0,-7.9,6.6,-1.4,0.1,3.4,2.6,-12.6,-0.3
CCOc1ccccc1NC(=O)CN1C(=O)COc2ccc(S(=O)(=O)N3CCOCC3)cc21,-6.3,5.4,-11.7,2.1,-0.3,-0.7,0.2,3.4,5.7,0.7
C=C(C)C1Cc2c(C)nn(-c3ccccn3)c2C1 (stereo not given),7.9,2.4,-7.0,3.3,-0.4,-0.9,1.2,-9.0,-6.8,0.1
Cc1cccc(N2CCN(C(=O)c3ccc4ncsc4c3)CC2)c1C,2.7,7.2,4.4,-5.4,-0.9,-0.4,-2.5,-3.5,8.4,-4.5
COc1cccc(NC2=Nc3cccc4cccc2c34)c1,2.4,1.8,-2.8,0.2,0.4,0.5,2.7,6.6,-2.5,1.3
O=C(NCc1ccccc1)C(c1cccnc1)N(C(=O)c1csnn1)c1ccccc1 (stereo not given),-1.9,1.7,-0.1,1.8,-1.8,-0.1,0.9,4.4,-0.2,-1.3
O=C(COC(=O)c1ccc(CSc2ccc(Cl)cc2)cc1)Nc1ccccc1,9.5,1.5,-9.0,-2.9,2.9,0.0,0.0,-3.0,-0.8,0.3
CCN(C(=O)c1cccs1)C1CCS(=O)(=O)C1 (stereo not given),-0.6,13.6,-3.2,-10.6,-0.9,0.4,1.3,2.0,-12.5,2.5
C[C@@H](C(=O)N=c1sc2ccccc2n1C)N1C(=O)C2CC=CCC2C1=O (stereo not given in full),-3.9,1.2,9.3,0.2,2.8,0.0,-0.4,3.7,-12.4,-5.5
O=C(Nc1ccc(S(=O)(=O)N2CCCCC2)cc1)c1ccccc1Cl,-18.5,-10.2,-19.6,-1.4,-0.5,0.1,2.4,-2.5,6.2,0.8
COc1ccccc1NC(=O)C(C)OC(=O)C1CCN(S(=O)(=O)c2ccc(C)c(C)c2)CC1 (stereo not given),2.7,5.8,5.3,0.7,-1.7,0.1,1.8,-5.8,4.6,-5.4
CC(=O)Nc1ccccc1C,9.0,-2.2,2.0,1.2,0.7,-0.5,0.3,-4.2,-2.4,3.2
COC(=O)c1sc(NC(=O)c2ccoc2C)nc1C,-4.2,2.0,0.6,-3.0,0.6,-0.1,-1.1,4.8,0.2,2.2
CCOC(=O)CN(C(=O)CN1CCOCC1)c1ccc(Br)cc1,-9.0,-4.8,8.2,2.1,-4.8,-0.4,1.8,-4.0,0.6,0.0
CCOC(=O)N1CCN(C(=O)C2CCN(S(=O)(=O)c3ccc(Br)s3)CC2)CC1,-1.7,-2.4,6.2,5.0,-3.5,-0.5,1.5,3.5,1.7,-5.1
O=C(Nc1cc(Br)ccc1O)c1cc(-c2ccc3c(c2)OCO3)on1,8.8,-0.1,7.9,-8.2,2.4,-1.1,3.1,-2.8,-3.2,-1.3
COc1ccc(-c2nc(C)c(C(C)=O)n2O)cc1,2.6,-3.8,5.3,-0.7,-1.1,0.3,-0.8,-3.5,1.1,-0.3
Cc1ccc(C2(C)NC(=O)N(CC(=O)N3CCN(S(=O)(=O)c4ccccc4[N+](=O)[O-])CC3)C2=O)cc1 (stereo not given),0.3,-5.2,-4.9,-4.0,5.3,-0.5,-1.8,2.2,-2.1,-3.1
CCOC(=O)N1CCN(C(=O)CCN2C(=O)COc3ccccc32)CC1,6.7,3.7,6.5,-5.2,-3.8,-0.5,1.2,2.8,0.2,-1.1
N/C(Cc1cccs1)=N\OC(=O)COc1ccccc1,6.6,3.0,-2.3,0.8,-4.3,-0.2,2.9,0.0,7.7,-3.0
COc1ccc(NC2CCCN(C(=O)CCc3ccncc3)C2)cc1OC (stereo not given),8.6,10.6,-5.0,-8.2,1.9,-0.1,-0.7,2.1,-34.3,-4.6
C=CCN(C(C)=O)C1CC(=O)N(c2ccc(OCCC)cc2)C1=O (stereo not given),8.4,-9.4,0.6,3.0,-1.0,-0.1,-0.4,1.4,-0.2,-2.7
COc1ccc(NC(=O)Nc2cc(C)ccn2)cc1,-0.1,-4.5,-16.3,6.5,-3.1,1.0,3.1,-8.1,-1.2,-2.3
N#Cc1cc([N+](=O)[O-])ccc1NCCc1ccccn1,-7.2,-1.2,8.7,1.3,-1.3,-0.5,0.6,0.2,2.3,-3.4
COc1cc(-c2nc3cc(C)ccn3c2NC2CCCCC2)ccc1-c1ccc(C(C)=O)cc1,5.3,2.4,-15.6,2.5,2.3,-2.5,2.3,3.1,-16.0,4.4
O=C(C1CCCCN1S(=O)(=O)c1ccccc1[N+](=O)[O-])N1CCCC1 (stereo not given),-6.5,-4.1,3.8,12.5,-1.3,0.4,-1.1,0.6,4.2,0.7
NS(=O)(=O)c1ccc(CCNC(=O)c2cc(S(=O)(=O)N3CCCCC3)ccc2Cl)cc1,-21.6,0.2,-11.2,2.8,4.5,0.2,-0.7,6.1,-8.4,-2.4
COc1ccccc1NC(=O)CSc1nnc(Cc2cccs2)n1C,5.5,-1.0,-0.1,-2.2,-1.8,0.1,-0.1,-5.7,-6.4,-2.0
O=C(CSc1nnc(-c2ccco2)n1CC1CCCO1)c1ccccc1 (stereo not given),6.9,-19.1,2.0,2.5,-1.9,0.2,0.2,0.6,-5.5,1.7
Cc1cc(F)c(F)c(C(=O)N2CCC(C)CC2)c1Cl,1.1,-0.9,13.1,2.5,1.2,0.7,2.3,1.9,5.1,4.0
Cc1ccc(S(=O)(=O)/N=C/c2cc(Br)ccc2O)cc1,-7.2,0.6,-5.7,2.9,3.0,0.3,0.5,3.0,-7.5,8.1
Cc1nnc(NC(=O)CCC(=O)N2CCC(C)CC2)s1,-5.4,9.8,-15.0,-2.8,-4.7,-0.7,-0.6,1.3,2.9,1.4
O=C(NCCc1ccccc1)OCc1cn(-c2cccc(Cl)c2)nn1,nt,-7.1,nt,2.2,2.8,0.0,nt,0.9,2.7,-2.1

# Structural class: those above with fluorine
SMILES,ARFGAP1 inhibitor,sPLA2-III inh,ASAP1 inh,Tn6 DDE FP,rCAG RNA binder,proKLK7 act,GAA850 FXN act,GC-B act,ADAM10 inh,NPR1 activator
COCCN(C(=O)CCSc1ccc(F)cc1)c1c(N)n(Cc2ccccc2)c(=O)[nH]c1=O,-8.6,-2.8,-9.1,-2.5,6.6,0.8,0.0,1.5,2.0,-3.1
CCc1ccc(N/C(SCc2cccc(F)c2)=C(/C#N)C(=O)NCc2ccco2)cc1,10.5,-10.6,0.9,3.7,5.5,-1.7,3.2,-6.0,0.5,4.2
Cc1cc(F)c(F)c(C(=O)N2CCC(C)CC2)c1Cl,1.1,-0.9,13.1,2.5,1.2,0.7,2.3,1.9,5.1,4.0
